Assay outcomes as filed in PubChem.
MEKK2mut PB1 HTS: MEK5 binding signal on mutant MEKK2 PB1, primary screen, biochemical, multiplex bead flow cytometry, Alexa488-MEK5; AID 1530, 2009; Alexa488-MEK5 binding to MEKK2 mutant; percent response, % at 10 µM; 0.35% of 290,000 active; in the data active means percent response above about 24%, passing the limit was not always enough; further: inactives centre near 1; some results filed as inactive read as strong as hits
DNA FID counter: compounds displacing fluorescent DNA intercalator, primary screen, artefact control for HCV NS3 helicase inhibitor project, biochemical, FID fluorescence; DNA fluorescent intercalator displacement; inhibition, % at 7.9 µM; 0.17% of 290,000 active; AID 1845, 2009; in the data active means inhibition above about 37%;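 further: 0% = vehicle and 100% = reference compound; higher means more ethidium bromide displaced from hairpin DNA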
PfM18AAP inh: PfM18AAP inhibitors, malaria aminopeptidase, primary screen, biochemical, QFRET, recombinant enzyme | 1.2% of 290,000 active | M18 aspartyl aminopeptidase (Plasmodium falciparum 3D7) | inhibition, % at 7.35 µM | H-Glu-NHMec fluorogenic cleavage | AID 1822, 2009;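 active means inhibition above the campaign mean inhibition over all tested compounds plus 3 SD, cut at about 28% in these data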;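 further: 0% = plate median of test compound wells and 100% = 2 mM ZnCl2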
NALP1 yeast inh: NALP1 inflammasome inhibitors in reconstituted yeast, colorimetric, S. cerevisiae, triplicate retest; S. cerevisiae NALP1/ASC/caspase-1 growth, X-gal OD620, 72 h; inhibition, % at 10 µM; 0.61% of 280,000 active; in the data active means inhibition mostly above about 24%, no sharp cut-off; inactive means mostly below about 32%; further: some compounds called inactive have numbers as strong as hits
IMP-1 inh: IMP-1 metallo-beta-lactamase inhibitors, primary screen, biochemical, epi-absorbance readout, Pseudomonas aeruginosa enzyme; purified IMP-1, nitrocefin hydrolysis, epi-absorbance fluorescence; inhibition, % at 5.6 µM; metallo-beta-lactamase IMP-1 (Pseudomonas aeruginosa); 0.45% of 290,000 active;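 active means inhibition above the mean plus 3 SD of all compounds in the same screening run, cut at about 4.5% in these data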;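 further: 0% = IMP-1 with DMSO and 100% = DMSO wells lacking enzyme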
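System: Purified recombinant IMP-1 metallo-beta-lactamase enzyme | Measured by: Fluorescence quenching readout, ex 480/em 530 nm | Replication: Singlicate | Incubation: 15 min preincubation plus 25 min reaction at 25 °C | Evaluation: Percent inhibition from optical density relative to buffer-blank wells | Benchmarks: DMSO with and without IMP-1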
VIM-2 inh: VIM-2 metallo-beta-lactamase inhibitors, primary screen, biochemical, epi-absorbance readout, Pseudomonas aeruginosa enzyme; purified VIM-2, nitrocefin hydrolysis, epi-absorbance fluorescence; inhibition, % at 5.6 µM; 0.89% of 290,000 active;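 active means inhibition above the mean of all tested compounds plus 3 SD, cutoff set per screening run, cut at about 7.5% in these data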;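 further: red hydrolysis product quenches plate fluorescence so inhibitors raise well fluorescence; 0% = enzyme with DMSO and 100% = DMSO without enzyme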
MEKK2 WT-MEK5: modulators of MEK5 binding to wildtype MEKK2, primary screen, biochemical, multiplex bead flow cytometry, Alexa488-MEK5 | Alexa488-MEK5 binding to MEKK2 WT; actives lie on both sides | binding response (% of control), % at 10 µM | 1.1% of 290,000 active | AID 1531, 2009; in the data active means binding response below about 67% or above about 130%
UBC9 SUMO inh: inhibitors of in vitro SUMOylation cascade, primary screen, biochemical, HTRF, uHTS | SUMO-conjugating enzyme UBC9 (Homo sapiens), P63279 | HTRF SUMOylation assay, SAE1/SAE2 + UBC9 | inhibition, % at 35 µM | 0.36% of 290,000 active; in the data active means inhibition above about 50%, passing the limit was not always enough; further: strong numbers were not always called active
Target sequence (P63279 whole entry, looked up): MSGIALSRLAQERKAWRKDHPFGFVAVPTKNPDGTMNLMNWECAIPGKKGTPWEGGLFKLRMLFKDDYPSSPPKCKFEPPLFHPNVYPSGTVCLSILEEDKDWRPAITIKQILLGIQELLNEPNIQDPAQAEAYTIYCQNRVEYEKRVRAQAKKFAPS
HCV NS3 hel inh: inhibitors of HCV NS3 helicase, primary screen, biochemical, Cy5 molecular beacon fluorescence; Hepatitis C virus NS3 helicase; NS3 helicase DNA unwinding; inhibition, % at 10.9 µM; 0.56% of 290,000 active; AID 1800, 2009;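 active means inhibition above the mean of all tested compounds plus 3 SD, set per campaign, cut at about 35% in these data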;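 further: 0% = DMSO wells and 100% = thioflavine S control wells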
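Control set: DMSO versus 110 µM thioflavine S; Material: NS3 helicase fragment of HCV; Measured by: Cy5 fluorescence at 0 and 60 min, beacon hairpin quenching; Read-out basis: percent inhibition from t60/t0 fluorescence ratio; Times: reaction time 60 min, 25 °C; Repeats: single replicate; Compound dosing: single dose, 10.9 µM nominal final, DMSO 0.8% final.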
An asterisk follows results filed as active; · = not tested or not shown; [ ] = remark or other dose.

No.	SMILES	MEKK2mut PB1 HTS	DNA FID counter	PfM18AAP inh	NALP1 yeast inh	IMP-1 inh
1	CC(C)(CO)CNC(=O)CCc1nnc(Cc2ccc(-c3ccccc3)cc2)o1	-5	-24	3	14	0.1
2	COC(=O)CCc1nc2ccccc2[nH]c1=O	0	-2	2	8	-2.5
3	O=C(CSc1nc(O)cc(=O)[nH]1)Nc1ccc2c(c1)CCC2	-1	-6	9	33	-0.3
4	Cc1ccc(-n2c(Cl)c(Cl)[nH]c(=O)c2=O)cc1	-3	9	6	16	-2.8
5	COc1ccc([N+](=O)[O-])cc1-c1nc2ccccc2nc1-c1ccccc1	4	-6	1	5	-4.7
6	Clc1ccc(-n2nnnc2CN2CCCCC2)cc1Cl	4	-8	1	35	-2.7
7	COc1ccc(NC(=O)CN2CCCCCC2)cc1OC	-2	-3	8	18	1.1
8	Cc1sc2ncnc(N/N=C/c3cccc(O)c3)c2c1C	-1	-8	4	24	-3.1
9	C(=N\Nc1nc2ccccc2s1)/c1ccccn1	2	-9	11	-9	-3.8
10	CCn1cc(Cl)c(C(=O)NNC(=O)CCn2ccc([N+](=O)[O-])n2)n1	7	-4	6	5	-3.8

No.	VIM-2 inh	MEKK2 WT-MEK5	UBC9 SUMO inh	HCV NS3 hel inh
1	-2.7	101	4	-13
2	-3.3	93	15	-2
3	-2.5	96	8	4
4	-3.0	100	18	32
5	-0.8	99	-2	1
6	-0.3	104	-1	-1
7	-1.2	98	-3	16
8	-0.7	99	0	-1
9	-3.4	105	1	-2
10	-4.9	106	-3	-7

Sorted by heavy-atom count (rising): eight of the compounds above
No.	SMILES	MEKK2mut PB1 HTS	DNA FID counter	PfM18AAP inh	NALP1 yeast inh	IMP-1 inh
2	COC(=O)CCc1nc2ccccc2[nH]c1=O	0	-2	2	8	-2.5
9	C(=N\Nc1nc2ccccc2s1)/c1ccccn1	2	-9	11	-9	-3.8
6	Clc1ccc(-n2nnnc2CN2CCCCC2)cc1Cl	4	-8	1	35	-2.7
8	Cc1sc2ncnc(N/N=C/c3cccc(O)c3)c2c1C	-1	-8	4	24	-3.1
3	O=C(CSc1nc(O)cc(=O)[nH]1)Nc1ccc2c(c1)CCC2	-1	-6	9	33	-0.3
10	CCn1cc(Cl)c(C(=O)NNC(=O)CCn2ccc([N+](=O)[O-])n2)n1	7	-4	6	5	-3.8
5	COc1ccc([N+](=O)[O-])cc1-c1nc2ccccc2nc1-c1ccccc1	4	-6	1	5	-4.7
1	CC(C)(CO)CNC(=O)CCc1nnc(Cc2ccc(-c3ccccc3)cc2)o1	-5	-24	3	14	0.1

No.	VIM-2 inh	MEKK2 WT-MEK5	UBC9 SUMO inh	HCV NS3 hel inh
2	-3.3	93	15	-2
9	-3.4	105	1	-2
6	-0.3	104	-1	-1
8	-0.7	99	0	-1
3	-2.5	96	8	4
10	-4.9	106	-3	-7
5	-0.8	99	-2	1
1	-2.7	101	4	-13

Remaining list, next part:
No.	SMILES	MEKK2mut PB1 HTS	DNA FID counter	PfM18AAP inh	NALP1 yeast inh	IMP-1 inh
11	CN1CCN(c2ccc(NC(=O)CSc3ccccc3)cc2F)CC1	-3	6	-1	·	-2.8
12	CCc1nn2c(=O)c(S(=O)(=O)Nc3ccc(C(C)C)cc3)c(C)nc2s1	7	-40	7	19	-4.7
13	COc1ccc(/C=N/NC(=O)c2nc(-c3ccccc3)n(-c3ccccc3)n2)cc1OC	1	-27	5	15	-4.3
14	CCn1c(SCC(=O)Nc2nonc2C)nnc1-c1ccco1	-1	1	9	-2	-3.5
15	CCCCNC(=O)CC1C(=O)N(Cc2ccccc2)C(C)c2nc3ccccc3n21 (stereo not drawn)	2	-14	1	34	-2.6
16	COc1ccc(NC(=O)Cn2cnc3sc(C)c(S(=O)(=O)N4CCOCC4)c3c2=O)c(OC)c1	-6	-5	-15	24	-1.0
17	CCOC(=O)CSc1nnc(Cc2ccccc2)n1-c1ccc(C)cc1	4	-36	5	2	-1.1
18	COc1ccccc1P(=O)(c1ccccc1)c1ccc([N+](=O)[O-])cc1 (stereo not drawn)	2	-14	-5	0	-3.4
19	Cn1nc(-c2ccc(N3CCCCC3)c(NC(=O)c3ccco3)c2)c2ccccc2c1=O	-1	-6	-10	32	-5.0
20	CC(=O)N1CCOc2ccc(S(=O)(=O)NCCc3ccc(Cl)cc3)cc21	-13	-24	-4	23	0.5

No.	VIM-2 inh	MEKK2 WT-MEK5	UBC9 SUMO inh	HCV NS3 hel inh
11	-0.3	102	-5	2
12	-3.9	106	6	-4
13	-3.8	108	9	5
14	-2.0	91	14	7
15	-0.5	102	1	-3
16	1.1	94	22	-1
17	-2.0	110	20	3
18	-1.5	100	5	0
19	-2.8	89	-4	0
20	0.9	91	2	-13

Later entries.
No.	SMILES	MEKK2mut PB1 HTS	DNA FID counter	PfM18AAP inh	NALP1 yeast inh	IMP-1 inh
21	O=C(C1CCCCN1S(=O)(=O)c1ccccc1[N+](=O)[O-])N1CCCC1 (stereo not drawn)	-6	-4	-9	23	-0.2
22	O=C(COC(=O)c1ccc(N2CCCC2=O)cc1)c1ccc(OC(F)F)cc1	-38	-15	1	14	-0.8
23	O=C(O)c1cc(NC(=O)c2ccccc2F)cc(NC(=O)c2ccccc2F)c1	3	-16	4	20	-4.1
24	CC(=O)Nc1ccc(NC(=O)C2(C)CC2(Cl)Cl)cc1 (stereo not drawn)	-11	0	-9	8	1.8
25	Cc1cccc(NC(=O)CCc2ccc(C)o2)c1	-1	-8	-4	12	-1.5
26	CCCCc1nc(SCC(=O)Nc2nnc(CCCC)s2)n[nH]1	2	-19	2	-2	-2.7
27	Cc1nn(-c2ccccn2)c2c1C(c1c(F)cccc1Cl)C1=C(N2)c2ccccc2C1=O (stereo not drawn)	0	-12	-5	9	-3.1
28	O=C(Nc1cccc(F)c1)C1CCN(C(=O)c2ccccc2Cl)CC1	13	-9	-19	-10	-4.4
29	C(=N\Nc1nncn1/N=C/c1ccco1)/c1ccco1	5	-3	12	·	-3.3
30	CCC(=O)/C=C1/Sc2ccc(OC)cc2N1CCO	-10	7	9	15	-2.5

No.	VIM-2 inh	MEKK2 WT-MEK5	UBC9 SUMO inh	HCV NS3 hel inh
21	0.1	98	-4	0
22	-3.4	0.0*[inhibitor]	-7	3
23	-2.3	108	10	-1
24	-1.5	90	0	-15
25	-0.4	98	14	2
26	-2.5	103	0	9
27	-2.9	94	-28	-7
28	-4.2	110	-3	1
29	-4.0	100	22	-3
30	-1.8	106	-5	-4

(further entries)
No.	SMILES	MEKK2mut PB1 HTS	DNA FID counter	PfM18AAP inh	NALP1 yeast inh	IMP-1 inh
31	COc1ccc(Cl)cc1Nc1nc(C)nc2c1nnn2Cc1ccccc1	1	-15	-7	-19	-2.5
32	Cc1cc(C(=O)Nc2cccc([N+](=O)[O-])c2C)cs1	3	1	-4	5	1.8
33	COc1ccc(N=C2SC(CC(=O)Nc3ccc(OC)cc3OC)C(=O)N2C)cc1 (stereo not drawn)	1	-30	-3	3	-2.9
34	C=C(C)CSc1cc(C)nc2c(-c3ccccc3)c(C)nn12	5	-20	1	-12	-2.4
35	CCN1CCN(C(c2ccccc2)c2nnnn2Cc2ccc(OC)cc2)CC1 (stereo not drawn)	6	11	4	17	-0.9
36	CCOC(=O)c1sc(NC(=O)CSc2nc3c(cc2C#N)CCC3)c(C#N)c1C	·	-1	-3	·	-0.2
37	C=CCc1cccc2cc(C(=O)NCc3ccc(C(=O)OCC)o3)c(=O)oc12	-2	-16	0	0	0.2
38	CCN1CCN(C(=S)c2ccc(O)cc2)CC1	0	1	47*	-3	-3.2
39	CCc1ccc(NC(=O)CCS(=O)(=O)c2ccc(Br)cc2)cc1	1	-24	1	-1	-2.3
40	Cc1ccc(-c2nc(CS(=O)(=O)CC(=O)NCCN3CCOCC3)c(C)o2)cc1	-9	2	2	21	-1.3

No.	VIM-2 inh	MEKK2 WT-MEK5	UBC9 SUMO inh	HCV NS3 hel inh
31	-2.9	99	6	-16
32	1.0	106	-11	12
33	-2.5	101	-13	-5
34	-2.6	98	-18	8
35	-2.0	104	11	11
36	-0.4	·	·	4
37	0.8	94	20	11
38	-1.9	103	-7	7
39	-3.2	101	-18	-17
40	-1.0	99	-3	-1

Remaining list, next part:
No.	SMILES	MEKK2mut PB1 HTS	DNA FID counter	PfM18AAP inh	NALP1 yeast inh	IMP-1 inh
41	CCCCC(=O)Nc1ccccc1CC	-20	-4	1	·	-3.0
42	Nc1ccc(Oc2ccc(Cl)cc2)cc1	-5	-3	2	11	-4.3
43	CCC(C)NC(=O)Cc1c(C)c2cc3c(cc2oc1=O)OC(C)(C)CC3 (stereo not drawn)	-1	-28	-12	8	0.1
44	CSCCC(NS(=O)(=O)c1ccc2c(c1)oc(=O)n2C)C(=O)NC1CCC(C)CC1 (stereo not drawn)	3	1	2	11	-2.0
45	NC(=O)/C=C\c1cn(-c2ccccc2)nc1-c1ccc2c(c1)OCCO2	0	-15	-1	22	-1.8
46	CC(C)[C@H](NC(=O)c1cccc(S(=O)(=O)N2CCCC2)c1)c1nc2ccccc2[nH]1	-10	2	1	26	-1.2
47	CCN(CC)S(=O)(=O)c1ccc2c(c1)nc(SCC(=O)N1CCCCCC1)n2-c1ccc(OC)cc1	-2	-34	-2	8	-1.7
48	COC(=O)c1cc(OC)c(OC)cc1NC(=O)CN1CCOCC1	0	-6	0	-15	-0.5
49	O=C(C1CCCN(S(=O)(=O)c2ccccc2)C1)N1CCN(c2ccc(F)cc2)CC1 (stereo not drawn)	-2	-47	9	16	-1.0
50	Cn1c(=O)c2c(nc(NCc3ccccc3)n2CC(N)=O)n(C)c1=O	-21	-1	-4	·	-1.4
51	COc1cc(/C=C2\COC/C(=C\c3ccc(O)c(OC)c3)C2=O)ccc1O	1	-6	11	-8	-2.5
52	COc1ccccc1/C=C1\CCCC2=C1Nc1nnnn1C2c1ccccc1OC (stereo not drawn)	-2	-9	-6	33	0.1
53	COc1cc(OC)cc(C(=O)N2CCC3(CC2)NCCc2[nH]cnc23)c1	0	-6	-1	18	-2.2

No.	VIM-2 inh	MEKK2 WT-MEK5	UBC9 SUMO inh	HCV NS3 hel inh
41	-4.4	99	8	6
42	-1.4	95	-3	8
43	0.6	100	19	-14
44	-1.9	108	14	-2
45	-1.1	104	6	-14
46	0.0	93	1	-5
47	-0.3	97	-4	-8
48	-1.7	96	-2	4
49	1.6	98	8	12
50	-0.1	79	3	5
51	1.5	98	-5	-17
52	-1.8	95	1	4
53	-2.1	103	9	-8
